# UTI89 phage lysis: inhibition of K1F phage lysis, E. coli UTI89, bacterial capsule biogenesis inhibitors, alamar blue (AID 488966). inhibition, % at 100 µM; hits with a dose series show IC50 in µM. E. coli UTI89 K1F phage lysis, alamar blue, 2 h; higher % means a stronger effect. 340,000 tested, 0.02% active;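 active = phage lysis inhibition, versus mean bacterial control, above a set limit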;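 note: capsule biogenesis inhibitors block K1F phage lysis so surviving cells raise fluorescence; higher fluorescence means more inhibition of phage lysis; actives were called in the ten point dose series up to 300 µM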
# bCat nuc transl: modulators of beta-catenin nuclear translocation; HeLa beta-catenin nuclear translocation, immunofluorescence imaging; nuclear translocation activity, % at 5 µM; 190,000 tested, 0.3% active;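 active = nuclear translocation activity above 50% at 5 µM, with a well cell count of 50 or more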;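 note: per-cell ratio of nuclear to cytoplasmic median beta-catenin stain intensity; plate controls were DMSO negative control for no effect and GSK-3 inhibitor IX positive control for full effect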
#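 Signal – beta-catenin immunofluorescence imaging with DAPI · Test system – human HeLa cell line · Dosing – 5 µM primary single dose, 0.1% DMSO, 0.02–20 µM confirmation series · Measure – % activation, nuclear-to-cytoplasmic median beta-catenin signal ratio per cell · Incubation – 24 h compound exposure at 37°C, 5% CO2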
# Autophagy HCS: modulators of autophagy; MEF GFP-LC3 puncta imaging; test concentration mostly 10 µM; calls only at 10 µM (by protocol); 190,000 tested, 0.98% active; AID 463193;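 active = percentage of spot-positive cells more than 3 SD above its plate mean, without a fluorescence outlier flag or 80% toxicity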;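 note: spot-positive cell cutoff set from DMSO-treated cells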
# ER stress rescue: rescue of cells from ER stress-induced death, primary screen, 384-well, CSM14.1, thapsigargin, ATP luminescence (AID 1222). CSM14.1 thapsigargin-induced death rescue, ATP luminescence; higher % means a stronger effect. cellular ATP content (survival), % at 20 µM; hits with a dose series show EC50 in µM. 190,000 tested, under 10 active;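 active = EC50 below 50 µM in the dose-response confirmation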;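 note: death triggered by thapsigargin at about 15 µM added after 2 h compound pretreatment; cell ATP read after overnight thapsigargin exposure of roughly 18 to 22 hours; normalized against plate controls of thapsigargin alone and 5% DMSO vehicle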
# M17LAP inhibition: P. falciparum M17LAP inhibitors, primary screen, biochemical, fluorogenic H-Leu-NHMec substrate, 1536-well (AID 1619); 220,000 tested, 0.38% active; inhibition, % at 30 µM; hits with a dose series show IC50 in µM; recombinant M17LAP, H-Leu-NHMec fluorogenic kinetic assay; higher % means a stronger effect;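 active = compound inhibiting the enzyme by more than half at any dose during confirmatory dose-response retesting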;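 note: plate controls were full reaction with DMSO carrier for no effect and no enzyme background for full effect; strong numbers were not always called active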
# Dynein transport: dynein cargo transport inhibition. 3617.4 mouse cells, GR-EGFP nuclear translocation imaging; test concentration mostly 20 µM; stimulated with dexamethasone, 1 µM; hits give low values. AID 1381. 220,000 tested, 0.47% active. z-score, hits read low;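 active = plate z-score of nuclear minus cytoplasmic receptor signal below a set negative limit, without overly bright fluorescence or cell loss, cut at about -3.5 in these data, passing the limit was not always enough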;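 note: z-score of nuclear minus cytoplasmic ring GR-EGFP intensity difference per well; some compounds called inactive have numbers as strong as hits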
#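 Buffer or medium: tetracycline-free induction medium containing charcoal-stripped FBS / Reagent: dexamethasone agonist, 1.0 µM final, for 30 min / Technique: automated 10x imaging of fixed Hoechst-stained cells / Times: induction 48 h, compound 1 h, agonist 30 min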
# Insulin prom up: MIN6 insulin promoter up-regulation; z-score at 5 µM; MIN6 insulin promoter-GFP reporter, high-content imaging; hits give high values; 190,000 tested, 0.3% active;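 active = z-score above 3 at 5 µM with at least 500 cells counted in the well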
# MT stabilizer: stabilizes microtubules in HeLa cells | HeLa tubulin immunostaining HCS, 24 h; share of cells brighter than vehicle mean+2SD | % tubulin-high responders, % at 10 µM | 200,000 tested, 0.83% active | AID 2205;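 active = plate Z-score above 3 for both tubulin-high and condensed-nucleus cell shares, with cell loss under 80%, at 10 µM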;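 note: anti alpha tubulin signal scored within the nucleus-defined area of each cell; some results filed as inactive read as strong as hits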
# M1AAP inhibition: malaria alanyl aminopeptidase activity blockers – biochemical, fluorogenic H-Leu-NHMec substrate, 1536-well (AID 1445). 220,000 tested, 0.42% active. one-dose inhibition, % at 30 µM; IC50 in µM for titrated hits. recombinant M1AAP, H-Leu-NHMec fluorogenic kinetic assay; higher % means a stronger effect;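 active = primary inhibition above the hit cutoff, then over 50% inhibition at one or more dose response concentrations, cut at about 23% in these data, passing the limit was not always enough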;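 note: plate controls were DMSO full reaction for no effect and no enzyme background for full effect; strong numbers were not always called active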
# Dynein transport cytoplasmic EGFP: second read-out of Dynein transport, no call of its own (marks repeat the call); z-score; measured here: cytoplasmic GR-EGFP intensity; hits give high values
# Dynein transport nuclear GR-EGFP: recorded beside Dynein transport, whose call it bears; z-score; measured here: nuclear GR-EGFP intensity;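 lower value marks the stronger effect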
# Dynein transport cell count: recorded beside Dynein transport, whose call it bears; z-score; measured here: cell count per field
# Insulin prom up cell count: further read-out of Insulin prom up, marked with its call; cell count; measured here: cytotoxicity, nuclei count;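 total cells summed across four imaged fields per well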
# bCat nuc transl cell count 5 µM: second read-out of bCat nuc transl, no call of its own (marks repeat the call); cell count; measured here: cell count, cytotoxicity flag
# MT stabilizer Hoechst-high %: further read-out of MT stabilizer, marked with its call; % Hoechst-high responders; measured here: nuclear condensation Hoechst responders;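 share of cells brighter than vehicle mean plus two SD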
# MT stabilizer cytotoxicity %: recorded beside MT stabilizer, whose call it bears; toxicity, %; measured here: cytotoxicity by cell density;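 0% = mean cell density of plate MIN control wells and 100% = no cells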
# Autophagy HCS cell loss 18 h: also measured in Autophagy HCS; calls as there; toxicity, %; measured here: cell loss, nuclei count;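 cell loss after 18 h compound exposure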
# An asterisk follows results filed as active; i = inactive; / = no result given; + = active, no number.
SMILES,UTI89 phage lysis,bCat nuc transl,bCat nuc transl cell count 5 µM,Autophagy HCS,Autophagy HCS cell loss 18 h,ER stress rescue,M17LAP inhibition,Dynein transport,Dynein transport cytoplasmic EGFP,Dynein transport nuclear GR-EGFP,Dynein transport cell count,Insulin prom up,Insulin prom up cell count,MT stabilizer,MT stabilizer Hoechst-high %,MT stabilizer cytotoxicity %,M1AAP inhibition
COc1ccc(OCC(=O)Nc2ccc(NC(=O)c3ccco3)cc2)cc1,0.5%,0.9,1073,i,4.4,0.2%,0.4%,-0.0741,-0.197,-0.0122,0.169,0.68,984,1.7,2.2,6.0,2.3%
COC(=O)[C@@]1(Cc2ccc(F)cc2)[C@@H]2[C@@H](CC(=O)[C@H]2CC(=O)C(=O)N(C)C)CN1C(=O)c1ccccc1,1.2%,-1.5,549,i,8.9,2.2%,4.5%,-2.12,-0.128,-0.283,0.312,1.59,858,2.6,2.9,7.4,5.1%
O=C(CSc1nnc(-c2ccccc2)o1)N1CCN(c2ccccc2)CC1,1.2%,/,/,i,4.1,/,5.1%,-0.556,-0.025,-0.175,-0.156,0.34,1056,3.9,1.9,5.2,3.9%
CC(=O)N1N=C(c2ccncc2)CC1c1ccccc1O (stereo unspecified),2.1%,0.9,871,i,0.6,-0.8%,5.3%,-0.622,-0.304,0.028,0.791,1.26,1357,2.8,1.2,7.9,-2.6%
N=C1C(c2ccccc2)=C(O)C2CCc3ccccc3N12 (stereo unspecified),-0.1%,1.0,1114,i,-11.2,-0.9%,5.0%,-1.56,-0.124,-0.667,0.966,0.16,1029,3.0,3.1,10.9,0.8%
O=C(Cn1ccc(C(F)(F)F)n1)N/N=C/c1ccc(N2CCOCC2)cc1,0.4%,2.3,1056,i,1.4,-0.6%,-10.1%,-0.786,-0.3,-0.095,0.377,-0.16,1226,3.9,2.4,6.1,6.4%
Cc1nc(SCc2ccc(Cl)c(Cl)c2)ncc1C(=O)O,-4.2%,-1.9,1086,i,35.9,-0.1%,3.0%,1.44,-0.23,0.725,-0.613,-0.69,1517,1.8,1.1,3.1,7.0%
O=C(CCNS(=O)(=O)c1cccs1)Nc1ccccc1F,1.5%,-3.7,573,i,1.9,6.5%,0.2%,-0.881,-0.217,0.0645,0.729,/,/,2.4,1.9,10.4,-1.1%
COc1ccccc1CNC(=O)C1CCCN(S(=O)(=O)c2cnc[nH]2)C1 (stereo unspecified),i,-1.1,1162,/,/,/,8.0%,-0.207,-0.162,-0.00317,-0.449,-0.33,1890,8.1,1.7,3.8,23.9%*
O=C(Cc1ccccc1)NNC(=S)NC(=O)c1cccs1,/,1.1,1309,/,/,/,-11.5%,-1.5,-0.285,-0.698,1.41,/,/,/,/,/,-5.5%
Cc1c(C(=O)NC(=S)Nc2ccccc2N2CCCC2)cccc1[N+](=O)[O-],4.0%,-1.1,937,i,-17.2,0.2%,2.6%,-0.47,-0.215,-0.472,0.241,-0.1,1271,2.6,3.4,6.5,7.4%
CC(C)C(NC(=O)c1ccccc1F)C(=O)Nc1nccs1 (stereo unspecified),1.3%,0.0,1058,i,7.2,-1.9%,2.0%,-0.564,-0.0337,-0.4,0.804,-0.31,1267,3.9,2.2,5.4,4.5%
N#Cc1ccc(C(=O)OCC(=O)Nc2ccc(S(N)(=O)=O)cc2)cc1,0.1%,-0.8,1395,/,/,/,5.5%,-0.919,-0.21,0.228,0.0213,-0.41,1019,/,/,/,3.4%
O=C(CN1C(=O)c2ccccc2S1(=O)=O)N1CCN(c2cccc(Cl)c2)CC1,0.0%,/,/,i,1.9,/,/,0.29,-0.267,0.344,0.677,/,/,2.5,0.8,21.1,/
O=C(N/N=C/c1ccc(OCc2ccccc2)cc1)c1cccs1,0.6%,-1.2,1393,i,-4.6,0.1%,4.0%,1.87,0.264,1.15,-2.12,0.21,1458,2.3,1.2,4.0,11.8%
COc1ccc(C)cc1S(=O)(=O)NCCC1=CCCCC1,-2.8%,-2.8,1168,i,30.0,-2.6%,0.9%,-0.449,-0.528,0.125,1.34,0.83,879,2.0,0.9,2.7,0.1%
Cc1cccc(C)c1NC(=O)NCCSc1snnc1C,0.0%,/,/,i,-4.9,-0.2%,0.9%,0.0653,-0.37,-0.133,-0.484,/,/,5.4,1.0,9.7,19.8%
Cc1[nH]c2ccccc2c1CCN(Cc1cccnc1)C(=S)Nc1ccc(F)cc1,-0.2%,0.5,1093,i,7.6,0.2%,-6.2%,-0.963,-0.234,-0.546,0.826,-1,1166,1.2,3.1,10.4,7.4%
Cc1ccc(N2C(=O)NC3(CCCCC3)C2=O)cc1,3.4%,-1.5,1031,i,21.8,0.9%,-7.8%,-1.07,-0.0363,-0.278,1.04,0.15,1285,2.4,2.6,16.1,2.3%
CCOCCCNC(=O)C(Cc1ccccc1)NS(=O)(=O)c1cccc2nsnc12 (stereo unspecified),-0.6%,-1.1,1083,i,7.8,-5.3%,-0.6%,-0.417,-0.171,-0.0355,0.714,0.64,1352,2.9,2.8,6.1,5.6%
CC(C)CNc1nc(NC(C)(C)C)nc(Oc2ccc(=O)[nH]n2)n1,0.5%,-2.9,1015,i,7.9,0.8%,-0.7%,0.71,-0.231,0.759,-0.0687,-1.99,1482,3.2,3.7,9.2,12.3%
Cc1ccc(N/C=C(/C#N)c2ccsc2)cc1,0.3%,1.7,1114,i,-4.5,1.0%,-11.2%,-0.0118,0.0783,0.296,0.383,0.49,979,1.4,1.8,6.0,0.4%
COc1ccccc1CNC(=O)COC(=O)C1=COCCO1,-0.9%,-5.5,936,i,-5.2,-0.4%,10.4%,-0.459,-0.171,-0.142,-0.575,0.15,1501,2.8,1.2,5.0,2.6%
O=C(Nc1ccc(OC(F)(F)C(F)F)c(NC(=O)c2ccc(F)cc2)c1)c1ccc(F)cc1,0.3%,/,/,i,-26.8,/,/,0.952,-0.214,0.72,1.13,/,/,2.8,1.9,6.2,/
COc1ccc(S(=O)(=O)N(C)CC(=O)NCCC2=CCCCC2)cc1OC,0.7%,0.1,1069,i,-2.9,2.6%,6.6%,0.237,-0.323,-0.0462,0.341,0.58,928,0.9,1.8,7.5,5.7%
CSCc1ccc(C(=O)NCc2ccc(F)cc2)cc1,1.2%,/,/,i,5.9,-1.0%,10.0%,-0.371,-0.219,0.16,0.629,-0.17,1145,1.9,2.1,3.8,10.9%
COc1ccc2c(c1)nc(N)n2Cc1ccccc1,-6.3%,/,/,i,-9.9,-1.7%,2.4%,-0.376,-0.303,0.126,0.175,/,/,4.2,2.9,5.1,-0.5%
CCOC(=O)N1CCN(C(=O)c2cccc(NC(=O)c3ccco3)c2)CC1,0.7%,-0.9,1040,i,7.3,2.9%,-3.0%,-0.378,-0.259,-0.29,0.802,-0.2,1117,4.4,2.9,5.8,8.8%
COc1ccc(/C=N/OC(=O)Nc2ccc(Cl)cc2)c(OC)c1,-2.7%,0.2,1321,/,/,/,7.8%,-0.277,-0.184,0.225,-0.598,1.4,950,/,/,/,-4.7%
CCS(=O)(=O)N1Cc2ccccc2CC1C(=O)Nc1ccc(OC)cc1 (stereo unspecified),-0.3%,-2.1,1087,i,-1.6,1.3%,-2.2%,-0.131,-0.331,-0.353,0.327,0.37,1646,2.5,2.2,7.2,-1.5%
COc1cc(OC)nc(NC(=O)CSc2nnc(-c3ccccc3)n2C2CCCCC2)n1,0.2%,/,/,i,-6.1,/,/,0.115,-0.24,0.397,0.875,/,/,4.1,1.5,7.4,/
Cc1nc(SCC(=O)NCc2ccco2)c2c3c(sc2n1)CCCC3,1.3%,-1.4,1110,i,12.7,-1.3%,5.8%,-0.283,0.0642,-0.00873,-0.323,0.32,1043,7.5,2.8,2.7,0.9%
N#CCCN(CCC#N)C(=S)NC1CC2C=CC1C2 (stereo unspecified),0.6%,1.4,1034,/,/,/,5.2%,0.853,-0.266,0.568,-0.23,-0.29,1408,/,/,/,-8.8%
CCSc1cc(C2C(C#N)=C(N)OC(C)=C2C(=O)OC)c(C)o1 (stereo unspecified),1.5%,/,/,i,-2.8,-2.3%,3.7%,-2.3,-0.0831,-1.32,0.619,-1.19,1149,3.1,1.7,6.8,9.9%
N#C/C(=C/c1ccc(Cl)cc1)NC(=O)c1ccccc1,0.4%,0.3,1111,i,-26.9,-2.4%,-4.0%,0.0485,-0.197,-0.17,0.942,0.3,912,4.6,2.9,2.7,4.6%
Cc1c(C)c(C)c(/C=[N+](/C)[O-])c(C)c1C,5.5%,-6.0,546,i,-8.5,-4.2%,12.8%,2.62,-0.218,1.22,-1.34,1.26,1295,3.0,2.4,7.1,5.6%
CC(=O)Nc1ccc(S(=O)(=O)N2CCN=C2C)cc1,2.2%,-1.3,1090,i,1.4,-0.2%,-1.1%,-0.385,-0.226,-0.563,-0.585,-1.2,1292,2.4,1.8,6.8,8.9%
c1ccc(C2=NC(c3ccccc3)N=C(c3ccccc3)N2)cc1,0.6%,1.6,598,i,-3.1,-0.9%,1.9%,-0.919,0.0031,-0.235,0.352,/,/,2.8,1.3,4.1,2.3%
CC(=O)Nc1ccc(N2CCc3c(C)c(C#N)c4nc5ccccc5n4c32)cc1,/,-0.2,941,+,7.8*,7.7%,-9.4%,-0.0181,0.409,-0.181,0.481,3.8*,1576*,3.5,4.7,5.0,-0.7%
